PTHR1 agonist = PTHR1 (human) receptor agonism. HEK293 GP2 PTHR1 cells, GloSensor cAMP luminescence, 1 h. Q03431. Potency, µM (series often up to 115 µM), inactives show top-dose activation, actives largely listed as activators. actives 0.075% (n = 410,000); also: potency is read from the fitted curve at half-maximal effect; nearly all actives have a fitted effect of over 55% in size; some results filed as inactive show a strong effect at the top dose; inactives centre near -15; many of its hits are not listed in these tables
Target sequence (Q03431 whole entry, looked up): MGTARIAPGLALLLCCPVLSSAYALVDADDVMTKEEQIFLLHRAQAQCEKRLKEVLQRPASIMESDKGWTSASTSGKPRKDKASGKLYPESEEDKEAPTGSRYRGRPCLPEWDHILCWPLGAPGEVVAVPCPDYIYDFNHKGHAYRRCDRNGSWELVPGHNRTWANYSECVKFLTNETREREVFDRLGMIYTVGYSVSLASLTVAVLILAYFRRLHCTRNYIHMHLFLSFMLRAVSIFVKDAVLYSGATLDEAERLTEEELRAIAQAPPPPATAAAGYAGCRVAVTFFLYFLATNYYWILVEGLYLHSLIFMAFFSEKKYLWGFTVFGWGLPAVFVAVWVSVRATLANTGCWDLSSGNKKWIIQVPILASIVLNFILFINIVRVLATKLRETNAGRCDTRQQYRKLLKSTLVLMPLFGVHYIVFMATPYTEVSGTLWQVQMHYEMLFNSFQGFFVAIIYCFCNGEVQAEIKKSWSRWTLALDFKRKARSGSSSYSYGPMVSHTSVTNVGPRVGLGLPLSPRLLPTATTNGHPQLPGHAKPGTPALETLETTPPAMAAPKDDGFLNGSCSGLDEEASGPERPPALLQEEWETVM
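HEK-293-derived GP2 cells expressing PTHR1 and a GloSensor cAMP reporter, 3,000/well, plated overnight, given luciferin plus IBMX (each 0.5 mM as added) for 1 h at 37 °C, then compound for 1 h at 37 °C. Luminescence was read after 15 min at room temperature.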
aSyn rescue = rescues yeast growth from alpha-synuclein toxicity; Yeast expressing alpha-synuclein, growth rescue, BacTiter-Glo, 24 h; Potency, µM (titrated, usually from 46.1 µM), inactives show top-dose growth rescue (activation), usual class: activators; actives 0.14% (n = 370,000); AID 652106; also: potency is read from the fitted curve at half-maximal effect; % of control where 0% means no effect; nearly all actives have a fitted effect of over 65% in size
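Screening used galactose-induced yeast with toxic alpha-synuclein levels, exposed to compound for 24 hr at 30 deg C. Cell growth, read with BacTiter-Glo luminescence, gave the measured signal.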
D3 ag = agonists of human D3 dopamine receptor; D3R DiscoveRx beta-arrestin cells, luminescence, 90 min; max activation, %; actives 0.58% (n = 410,000); AID 652048; in the data active = max activation above about 30%; also: 0% is about no effect; mostly tested at two doses, the higher about 12 µM
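Cells at 1500/well, incubated overnight, then treated with pinned compounds (dopamine as control) for 90 min at 37 degrees C. DiscoveRx reagent added for 30 - 60 minutes at room temperature; luminescence read.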
GLP1R cytotox = cytotoxicity in counter-screen for GLP-1R inverse agonists. HEK293 cAMP-luciferase reporter cells, luminescence, 24 h. Potency, µM (doses to about 38.3 µM), for inactives: at the highest dose activity change, negative = inhibition, actives largely listed as inhibitors. actives 0.13% (n = 410,000). AID 624418;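 also: loss of luciferase light is scored as toxicity; potency is read from the fitted curve at half-maximal effect; % is scaled to controls: 0 for no effect and ±100 for the full control effect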
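Cells in DMEM/10% Nu serum/1% pen-strep, 1536-well format. Pre-incubated 12 h, dosed with 23 nL compound, incubated a further 24 h. Luciferase detection, 12 min at room temp, luminescence.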
GLP1R ag = activates the human GLP-1 receptor; P43220; HEK293 GLP-1R CRE-luciferase, luminescence, 4-6 h; cells express a hypersensitive GLP-1R form; Potency, µM (top dose mostly 45.6 µM), for inactives: at the highest dose activation, most hits filed as activators; actives 0.007% (n = 380,000); also: potency is read from the fitted curve at half-maximal effect; % of control where 0% means no effect
Target sequence (P43220 whole entry, looked up): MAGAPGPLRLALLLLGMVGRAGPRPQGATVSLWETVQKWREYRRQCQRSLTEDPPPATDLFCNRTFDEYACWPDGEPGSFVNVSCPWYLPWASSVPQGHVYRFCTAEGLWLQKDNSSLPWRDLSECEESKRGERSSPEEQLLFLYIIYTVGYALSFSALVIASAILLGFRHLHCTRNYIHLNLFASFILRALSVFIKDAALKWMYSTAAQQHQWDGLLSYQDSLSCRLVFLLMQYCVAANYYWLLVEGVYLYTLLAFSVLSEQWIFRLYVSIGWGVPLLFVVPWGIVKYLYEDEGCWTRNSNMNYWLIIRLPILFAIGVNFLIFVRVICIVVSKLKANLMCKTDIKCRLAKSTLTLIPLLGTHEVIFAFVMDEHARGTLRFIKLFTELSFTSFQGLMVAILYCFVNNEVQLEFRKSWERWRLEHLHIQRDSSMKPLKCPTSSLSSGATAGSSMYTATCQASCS
KB-V1 MDR tox = kills drug-selected multidrug resistant KB-V1 cells; KB-V1 MDR cells viability, CellTiter-Glo, 72 h; Potency, µM (top dose mostly 46.1 µM), inactives show at the top dose activity change, negative = cytotoxicity, usual class: cytotoxic; actives 3.4% (n = 400,000); AID 1347076; also: potency is read from the fitted curve at half-maximal effect; % is scaled to controls: 0 for no effect and ±100 for the full control effect; nearly all actives have a fitted effect of over 60% in size
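Following 72 h at 37 degrees C with compound, KB-V1 cell viability was read by CellTiter-Glo luminescence, medium being phenol-red-free DMEM plus 10% FBS; concentration-response parameters came from normalized, curve-fitted qHTS data.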
TDP-43 yeast inh = inhibitors of TDP-43 toxicity in yeast; TDP-43 expressing yeast growth rescue, BacTiter-Glo, 24 h; Potency, µM (highest dose often 46.1 µM), for the others: at the top dose growth rescue (activation), usual class: activators; actives 1.8% (n = 410,000); AID 652104; also: potency is read from the fitted curve at half-maximal effect; % of control where 0% means no effect; nearly all actives have a fitted effect of over 50% in size
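Yeast cells expressing TDP-43 under galactose induction are exposed to compounds for 24 hr at 30 deg C. BacTiter-Glo luminescence measures growth, so protective compounds score as activators.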
GLP-1R inv ag = acts as inverse agonist at human GLP-1 receptor; actives 1.6% (n = 410,000); Potency, µM (top dose mostly 38.3 µM), for inactives: at the top dose activity change, negative = inhibition, actives largely listed as inhibitors; AID 624417; HEK293 GLP-1R CRE-luciferase, luminescence, 24 h; GLP-1R form is constitutively active; also: potency is read from the fitted curve at half-maximal effect; % is scaled to controls: 0 for no effect and ±100 for the full control effect; nearly all actives have a fitted effect of over 55% in size
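GLP-1R inverse agonism mode: basal reporter luminescence in engineered HEK293 cells measured after one day of compound exposure at 37 deg C, with a 12 min room-temperature detection step.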
D3 antag = antagonists of human D3 dopamine receptor | D3R cells, DiscoveRx beta-arrestin luminescence, antagonist mode; hits give low values | max response, negative = inhibition, % | actives 2.5% (n = 360,000); in the data active = max response below about -50%; inconclusive = no clear call, values can overlap the other calls; also: % is scaled to controls: 0 for no effect and ±100 for the full control effect; mostly tested at two doses, the higher about 12 µM
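Cells expressing the human receptor were seeded at 1500 cells/well, incubated overnight at 37 degrees C in 5% CO2, then exposed to library compounds with dopamine controls for 90 minutes at 37 degrees C before luminescent detection.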
Active calls of the source: *; i = inactive; ? = inconclusive; / = not tested or not shown; & = joins results of further samples; [ ] = dose if it differs, or a comment. Unless noted, calls follow the shape of the dose curve; as a rule, active = well fitted curve in the direction sought with a large enough effect; inconclusive = small, poorly fitted or top-dose-only effect, or another doubt; inactive = no such curve, though single readings can be large; an effect the other way counts as inactive or inconclusive. An excerpt; count on the stated rates, not on these rows.

SMILES	PTHR1 agonist	aSyn rescue	D3 ag	GLP1R cytotox	GLP1R ag	KB-V1 MDR tox	TDP-43 yeast inh	GLP-1R inv ag	D3 antag
COc1ccc(C#Cc2cnc3c(c2)C(=O)N([C@@H](C)CO)C[C@@H](C)[C@@H](CN(C)CC2CCOCC2)O3)cc1	-21.5%	7.8%	-3.1	1.8%	-2.7%	29.7%	2.0%	-23.5%	-21.0
CN1C(=O)CC(N2CCN(CC(=O)N3CCCC3)CC2)C1=O (stereo not drawn)	-8.2%[57.5 µM]	1.8%	2.4	-4.6%	-21.0%	21.7%	2.1%	-3.3%	-5.2
O=C(C1CCCCC1)N1CCN(S(=O)(=O)c2ccc(Cl)cc2)CC1	i	-11.5%	-5.2	11.1%	0.8%	-18.3%	2.6%	?	-19.6
COc1ncc(-c2c(-c3ccccc3OC)sc3ccccc23)cn1	-64.1%[inhibitor]	7.8%	-4.1	21.3%	15.2%	0.0%	?	?	5.1
CC(=O)c1cccc(S(=O)(=O)NCC(c2ccco2)N2CCCCC2)c1 (stereo not drawn)	-9.9%[57.5 µM]	3.9%	-1.3	1.9%	2.5%	-28.3%	2.4%	4.9%	9.9
CCCCN(C)CCNC(=O)C(=O)c1c(C)[nH]c2ccccc12	-19.4%	3.1%	-5.7	1.4%	1.8%	0.7%	17.9%	-1.3%	-2.9
O=C(COC(=O)CCS(=O)(=O)c1ccccc1)Nc1ccc(N2CCCCC2)cc1	10.8%	-13.7%	-2.3	0.7%	-8.7%	5.4%	-7.4%	8.8%	-12.4
Cc1ccc(NC(=O)CN2C(=O)N/C(=C/c3ccc(C)o3)C2=O)cc1	i	-2.6%	-7.8	46.3%[activator]	3.6%	19.4%	0.8%	0.2%	?
CC(=O)Nc1cccc(Oc2cnc3ccccc3n2)c1	3.9%[57.5 µM]	2.2%	-6.6	2.0%	4.5%	?	?	9.9%	-18.5
CCCn1c(C(C)Nc2nc(-c3ccc(OC)cc3)cs2)nc2ccccc21 (stereo not drawn)	-21.0%	0.1%	-1.5	9.1%	-10.8%	-11.4%	0.0%	-29.3%	0.0
Cc1ccc(/C(N)=N/OC(=O)c2ccc(F)cc2)cc1	-19.7%[57.5 µM]	-31.6%[inhibitor]	0.6	-0.2%	-11.0%	1.0%	?	2.3%	-18.8
COCCNc1nc(CSc2ccccc2)nc2sc(C)c(C)c12	-7.7%	8.2%	-3.4	30.8%[activator]	?	10.3µM*	19.4%	?	-14.2
COc1ccc(N2C(=O)CCC(C(=O)O)C2c2ccccc2OC)cc1 (stereo not drawn)	i	4.6%	1.1	-1.7%	-4.7%	-25.0%	-17.5%	8.7%	10.1
CCN(Cc1ccccc1)C(=O)COC(=O)c1cc(S(=O)(=O)Nc2ccccc2OC)ccc1O	-29.7%	12.2%	0.6	6.5%	2.1%	-1.4%	-0.2%	?	5.4
Cc1cc(C)c2sc(NC(=O)C3=COCCO3)nc2c1	-16.0%	-2.1%	8.4	-7.3%	-4.1%	23.1%	17.8µM*	?	10.3
Cc1ccc(CNC(=O)c2cc(-c3ccccc3)nn2CC2CC(c3cccnc3)=NO2)cc1 (stereo not drawn)	?	6.3%	-15.7	0.1%	0.6%	?	12.1%	-1.0%	-4.4
COc1ccc(OC)c(S(=O)(=O)NCCc2ccccc2)c1	-13.9%[57.5 µM]	6.6%	-9.0	2.7%	41.4%	-18.9%	-0.3%	-2.4%	-13.9
Cc1nc2scc(C)n2c(=O)c1S(=O)(=O)N1CCN(c2cccc(C(F)(F)F)c2)CC1	-14.0%&-24.8%	?	7.8&-8.2	-6.9%&-4.8%	24.0%	?	?	?	11.7
Cc1sc2ncnc(SC(C)C#N)c2c1C (stereo not drawn)	-0.3%[57.5 µM]	6.0%	7.5	13.7%	27.0%	5.0%	-10.1%	129.7%[activator]	-15.4
Cc1cccc(OCC(=O)OCC(=O)Nc2sccc2C(N)=O)c1	-15.0%	-3.0%	8.6	-21.7%	1.8%	27.3%	-4.5%	4.7%	18.3
CCCCn1c(SCC(=O)Nc2nnc(C)s2)nnc1-c1ccoc1C	-12.7%	0.7%	-7.4	-12.2%	3.5%	-6.7%	5.3%	10.8%	-1.2
CC(C)CC(=O)Nc1cccc(-c2nc3ccccc3o2)c1	-5.0%	-3.2%	-1.4	-18.4%	14.7%	-18.7%	5.8%	-1.9%	39.7
Cc1ccc(S(=O)(=O)NCCC2(C(C)C)CCOC(C)(C)C2)cc1 (stereo not drawn)	-60.2%[57.5 µM]	8.3%	-5.4	-3.1%	1.0%	-15.5%	9.3%	?	-8.6
CCN(C[C@H]1N[C@@](CC)(C(=O)OC)[C@H]2C(=O)N(Cc3ccccc3)C(=O)[C@@H]12)C(=O)C1CCCCC1	i	0.2%	6.8	0.6%	14.9%	0.5%	18.8%	0.9%	5.8
O=C(NC1CCSc2ccccc21)c1cccc(Cl)c1 (stereo not drawn)	-29.4%	4.4%	1.6	0.9%	11.6%	6.0%	5.62µM*	-14.2%	1.1

A portion from further up, as a working copy:
SMILES	PTHR1 agonist	aSyn rescue	D3 ag	GLP1R cytotox	GLP1R ag	KB-V1 MDR tox	TDP-43 yeast inh	GLP-1R inv ag	D3 antag
CCCCN(C)CCNC(=O)C(=O)c1c(C)[nH]c2ccccc12	-19.4%	3.1%	-5.7	1.4%	1.8%	0.7%	17.9%	-1.3%	-2.9
O=C(COC(=O)CCS(=O)(=O)c1ccccc1)Nc1ccc(N2CCCCC2)cc1	10.8%	-13.7%	-2.3	0.7%	-8.7%	5.4%	-7.4%	8.8%	-12.4

The results go on:
SMILES	PTHR1 agonist	aSyn rescue	D3 ag	GLP1R cytotox	GLP1R ag	KB-V1 MDR tox	TDP-43 yeast inh	GLP-1R inv ag	D3 antag
CC(C)[C@H](NC(=O)c1ccc(Cl)cc1Cl)C(=O)NNc1cccc(C(=O)O)c1	-7.2%	-1.1%	4.6	-10.3%	-8.6%	10.2%	0.0%	1.2%	-3.5
COCCCn1c(SCc2nnc(-c3ccc(OC)c(OC)c3)o2)nnc1-c1ccncc1	i	-5.4%	5.4	-11.4%	0.7%	-0.2%	-4.7%	-10.5%	15.6
COc1ccccc1NC(=O)c1csc2c1CCCC2	-5.8%[57.5 µM]	-1.9%	-3.0	4.7%	22.0%	16.4µM*	?	0.0%	-11.2
COCCN1Cc2cccc(C(=O)NCC3CCN(CC(C)C)C3)c2C1=O (stereo not drawn)	i	5.0%	22.9	-3.6%	21.4%	8.0%	-13.3%	10.3%	-6.3
CC(=O)Nc1cc2c3c(c1)CCN3C(=O)CC2	14.5%	-1.3%	-5.3	3.4%	-7.4%	-2.9%	5.7%	15.9%	-2.7
CC(=O)Nc1cccc(C(=O)OCC(=O)N2CCC(c3ccccc3)=N2)c1	-20.2%	-2.6%	3.4	-9.8%	23.4%	-2.9%	-20.6%	32.5%[activator]	6.2
CC(C)CN1CCC(=O)N(CCOc2ccccc2)CC1	-25.3%	-7.2%	-29.0	6.9%	-2.4%	14.5%&-17.1%	-3.5%	8.4%	-9.0
CN(C)S(=O)(=O)c1ccc(N2CCCC2)c(C(=O)Nc2nc(-c3cc(F)ccc3F)cs2)c1	-1.3%	19.1%	-2.2	?	-2.7%	1.1%	10.2%	0.0%	1.7
Cc1ccccc1-c1nnc(-c2cccs2)o1	-24.5%	-3.6%	5.8	4.6%	22.2%	-6.1%	16.7%	5.6%	0.6
COc1ccccc1OCC(=O)N/N=C1/C=C(C)CC1	i	0.2%	8.1	23.8%	0.0%	-2.8%	6.8%	10.1%	-9.4
COc1cccc(-n2cc(C(=O)NC(C)C)c3ccccc3c2=O)c1	-4.0%	-0.1%	4.9	5.0%	8.9%	-9.2%	-8.7%	1.3%	24.9
COCCNC(=O)C1Cc2cc(S(=O)(=O)N3CCCC3)ccc2N1C(C)=O (stereo not drawn)	-11.1%	2.4%	-2.9	-1.5%	-2.3%	-2.1%	-3.6%	15.2%	2.2
Cc1ccc(SCC(=O)Nc2cc([N+](=O)[O-])ccc2O)cc1	i	-6.1%	-3.6	?	-0.2%	-2.3%	-20.8%	-36.6%	-17.7
Cc1cc(C)n(-c2ccc(C(=O)Nc3cccc(S(=O)(=O)N4CCCC4)c3)cc2)n1	-9.3%	10.1%	8.3	-2.0%	5.5%	1.8%	-13.9%	?	-0.5
CCOc1ccc(Nc2c(S(=O)(=O)c3ccc(C)cc3)cnc3ccc(OC)cc23)cc1	-58.7%[inhibitor]	/	-2.9	-15.2%	/	-18.6%	?	?	/
COc1ccc(NC(=O)Cc2noc3ccc(C)cc23)cc1Cl	-9.8%	/	-20.6	-5.9%	/	-4.2%	7.0%	5.4%	/
Cc1ccc(C(=O)N/N=C\c2c(C)nn(-c3ccccc3)c2Cl)cn1	i	-11.2%	0.6	23.3%	8.0%	-1.4%	16.6%	23.6%	-3.5
CC(=O)N1c2ccc(S(=O)(=O)Nc3ccc(Cl)cc3C)cc2CC1C (stereo not drawn)	-42.5%[inhibitor]	/	-5.7	1.8%	/	/	20.1%	?	/
Cc1cccc(CN2CCN(c3ncccn3)CC2)c1	i	-8.5%	8.0	7.9%	0.5%	-18.1%	6.9%	-17.5%	-25.2
COc1ccc(C2NC(=O)NC(C)=C2C(=O)OC2CCCCC2)cc1 (stereo not drawn)	-0.6%	5.3%	1.3	4.9%	12.1%	-14.6%	19.1%	-1.2%	48.2
COC(=O)c1ccc(NC(=O)c2c(NCc3cccc(F)c3)sc3c2CCCC3)cc1	i	/	-11.5	?	/	21.5%	7.9%	?	/
Cc1nc(-c2ccc(NC(=O)c3ccccc3Br)cc2)cs1	i	-4.1%	3.3	7.6%	7.6%	-21.4%	23.3%	?	11.8
CCC(=O)Nc1ccccc1C(=O)OCc1cc(=O)n2cc(C)sc2n1	-23.3%	/	7.2	4.9%	/	/	18.2%	-6.6%	/
CC(Cc1ccccc1)N(C)C(=O)CN1C(=O)c2ccccc2C1=O (stereo not drawn)	i	8.9%	0.0	12.9%	0.0%	0.7%	11.6%	24.8%	25.5

Bioassay records as filed in PubChem BioAssay.
